# Bioassay records (PubChem BioAssay)
# APJ ag = agonists of human APJ apelin receptor | P35414 | activation, % at 20 µM | CHO-K1 APJ PathHunter beta-arrestin, luminescence; 0% DMSO wells, 100% apelin | 330,000 compounds, 0.11% hits;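 active = activation more than six SD over the plate average, tested at 20 µM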;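 also: 0% = DMSO alone and 100% = apelin-13 at 10 nM; some results filed as inactive read as strong as hits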
#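 Assay system: CHO-K1 APJ beta-arrestin complementation cell line / Compound: single test compound dose, 20 µM final, 1% DMSO / Times: overnight seeding, 90 min compound at 25 °C, 1 h detection / Technique: beta-gal luminescence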
# CCR6 antag = blocks CCL20-driven beta-arrestin recruitment at human CCR6. P51684. CHO-K1 CCR6 PathHunter beta-arrestin, luminescence, CCL20-stimulated. inhibition, % at 20 µM. 340,000 compounds, 0.49% hits. AID 493098;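 active = compounds whose inhibition of the agonist-driven luminescence signal at 20 µM reaches about 50%, limit read from the data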;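 also: cells stimulated with CCL20 at 14 nM final; plate controls were DMSO with CCL20 for no effect and DMSO without agonist for full effect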
# Target sequence (P51684 whole entry, looked up): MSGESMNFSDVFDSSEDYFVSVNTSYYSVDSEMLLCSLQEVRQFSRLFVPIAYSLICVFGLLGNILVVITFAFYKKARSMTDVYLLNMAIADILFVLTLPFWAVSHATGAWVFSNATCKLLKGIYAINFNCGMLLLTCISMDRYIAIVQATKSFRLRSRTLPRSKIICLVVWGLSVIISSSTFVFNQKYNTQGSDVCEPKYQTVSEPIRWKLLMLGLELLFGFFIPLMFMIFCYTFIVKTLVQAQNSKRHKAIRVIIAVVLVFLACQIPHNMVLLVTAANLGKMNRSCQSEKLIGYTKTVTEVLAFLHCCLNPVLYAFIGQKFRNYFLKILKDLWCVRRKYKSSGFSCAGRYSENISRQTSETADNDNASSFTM
# UPR CHOP act = activators of apoptotic arm of unfolded protein response (CHOP); 330,000 compounds, 0.34% hits; CHO-CHOP luciferase reporter, UPR activation, luminescence; percent of tunicamycin response over DMSO baseline; activation, % at 10 µM; AID 449763;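 active = at 10 µM dose, activation of 40% or more, normalized to positive control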;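 also: 100% = tunicamycin at 10 µg/mL and 0% = DMSO alone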
#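 Test system: CHO-CHOP cells, stable luciferase reporter of PERK-eIF2a-CHOP signalling | Quantity: 500 CHO-CHOP cells per well | Buffer or medium: F12 plus 10% serum | Compound dosing: 10 µM single point, 0.5% DMSO | Schedule: 6 h compound treatment, 37 °C | Signal: Luciferase luminescence | Control set: Tunicamycin high control, DMSO low control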
# CXCR6 inh = CXCR6 (human) receptor inhibition; inhibition, % at 20 µM; 360,000 compounds, 0.36% hits; AID 602244; CHO-K1 PathHunter CXCR6 beta-arrestin, luminescence; O00574; in the data active = inhibition above about 34%, passing the limit was not always enough;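 also: antagonist mode with CXCL16 agonist at 10 nM final; 0% = 10 nM CXCL16 with DMSO and 100% = unstimulated wells without agonist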
# XBP1 UPR activ = adaptive UPR (XBP1) activation; CHO-XBP1 luciferase reporter, IRE1-XBP1 UPR activation, luminescence; percent of tunicamycin response, DMSO as zero; activation, % at 20 µM; 330,000 compounds, 0.33% hits; AID 463104;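 active = versus positive control, 20 µM dose yields 30% or more activation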;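 also: 100% = tunicamycin at 10 µg/mL and 0% = DMSO only wells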
#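 Material: CHO cell line with stable XBP1 luciferase reporter; schedule: 16-18 h cell attachment at 37 °C, then 6 h compound exposure; signal: glow luminescence from Steady-Glo reagent; medium: serum-containing F12 medium, 10% FBS; benchmarks: tunicamycin 10 µg/mL and vehicle-only wells; read-out: percent activation relative to tunicamycin reference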
# Mdm2-MdmX inh = disrupts the human Mdm2-MdmX interaction. O15151+Q00987. SaOS-2 split-luciferase Mdm2/MdmX complementation, luminescence. inhibition, % at 8 µM. 330,000 compounds, 3% hits;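 active = inhibition of at least 50% at 8 µM in the primary screen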
# tim23-1 inh = inhibits growth of tim23-1 mutant yeast; S. cerevisiae tim23-1 growth, BacTiter-Glo luminescence, 24 h; inhibition, % at 20 µM; 330,000 compounds, 1.3% hits; AID 463212;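 active = growth inhibition of the mutant yeast at or above 50%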;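 also: temperature-sensitive mutant grown at 25 °C; plate controls were DMSO-treated mutant yeast for no effect and medium wells lacking yeast for full effect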
# EBI2 antag = antagonists of human EBI2 receptor | P32249 | inhibition, % at 5 µM | 360,000 compounds, 0.81% hits | EBI2 beta-arrestin recruitment, luminescence, 7a,25-OHC stimulated; in the data active = inhibition above about 38%;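 also: enzyme fragment complementation signal reports receptor beta-arrestin coupling in cells; 0% = agonist plus DMSO wells and 100% = wells without agonist; some results beyond the cut were filed as inactive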
# Target sequence (P32249 whole entry, looked up, the tested form may be a part): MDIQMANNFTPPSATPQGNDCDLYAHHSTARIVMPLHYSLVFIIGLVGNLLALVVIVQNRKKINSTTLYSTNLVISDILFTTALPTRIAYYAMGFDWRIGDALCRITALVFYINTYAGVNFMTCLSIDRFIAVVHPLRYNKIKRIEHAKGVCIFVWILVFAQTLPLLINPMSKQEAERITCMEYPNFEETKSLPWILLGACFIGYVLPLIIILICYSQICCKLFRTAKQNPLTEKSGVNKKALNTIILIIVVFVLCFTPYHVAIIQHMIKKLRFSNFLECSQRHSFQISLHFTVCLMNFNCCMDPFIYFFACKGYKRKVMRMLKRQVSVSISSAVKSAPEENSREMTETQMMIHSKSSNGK
# APJ antagonist = blocks the human apelin receptor APJ; CHO-K1 APJ beta-arrestin complementation, luminescence; inhibition, % at 20 µM; 330,000 compounds, 0.32% hits;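 active = inhibition above about 40% at 20 µM, limit read from the data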;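 also: cells challenged with 10 nM apelin-13 agonist together with compound; plate controls were apelin-13 plus DMSO wells for no effect and DMSO wells lacking apelin-13 for full effect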
# The depositor's hits bear a star; . = no result given; & = joins results of further samples.
SMILES,APJ ag,CCR6 antag,UPR CHOP act,CXCR6 inh,XBP1 UPR activ,Mdm2-MdmX inh,tim23-1 inh,EBI2 antag,APJ antagonist
CCOc1ccccc1N1CCN(C(=O)C(Sc2ccccc2)c2ccccc2)CC1 (stereo unspecified),-4,19,-0.3,14,-6,40,19,16,31
COc1ccc(NC(=O)N2CCC(c3nc(-c4cccs4)no3)CC2)cc1,-4,7,0.0,4,-2,14,32,14,34
COc1ccccc1OCC(=O)NNC(=O)c1cnccn1,1,-21,-3.5,-7,-1,-1,15,11,-23
COc1ccc(S(=O)(=O)N2CCCC(C(=O)NCCC3=CCCCC3)C2)cc1 (stereo unspecified),-5,1,-1.4,-5,-2,23,7,5,10
C=CCn1c(SC(C)C(=O)c2c(N)n(C)c(=O)n(C)c2=O)nnc1-c1ccoc1C (stereo unspecified),-5,2,0.0,-1,-3,8,-13,-6,5
CC(C)=CCC[C@](C)(O[C@@H]1O[C@H](CO[C@@H]2O[C@H](CO)[C@@H](O)[C@H](O)[C@H]2O)[C@@H](O)[C@H](O)[C@H]1O)C1CC[C@]2(C)C1C(=O)CC1[C@@]3(C)CC[C@H](O[C@H]4O[C@@H](CO)[C@H](O)[C@@H](O)[C@@H]4O)C(C)(C)C3CC[C@]12C (stereo partly specified),-2,-8,0.3,-3,1,-8,22,-15,15
Cc1ccc(C(=O)Nc2nnc(S(=O)(=O)N3CCC(C)CC3)s2)cc1,4,-3,1.8,3,1,7,15,-6,-6
CN1CCN(S(=O)(=O)c2cc([N+](=O)[O-])ccc2N/N=C/c2ccc(Cl)cc2)CC1,4,-3,4.1,3,8,46,-9,-9,8
COc1ccccc1N(O)C1CC(=O)N(c2ccc(F)cc2)C1=O (stereo unspecified),6,8,4.9,-5,2,4,13,5,-21
NC(=O)CCc1c[nH]c2ccccc12,-7,-1,-1.3,1,-3,-8,-7,-4,10
CCOc1ccc(CCNS(=O)(=O)c2c(C)n[nH]c2C)cc1OCC,0,-9,0.2,0,-4,3,-6,-12,14
COc1ccccc1CC(NC(C)=O)C(=O)NC1CCN(C(=O)NCc2ccccc2)CC1 (stereo unspecified),1,7,0.6,1,-3,21,7,-4,-7
CCCCC1=CC2=CC(=O)C(C)(OC(=O)C3CCCC3)C(=O)C2=CO1 (stereo unspecified),11,10,-1.0,-29,-1,-7,31,-12,-44
CCCS(=O)(=O)n1nc(-c2ccc(Br)cc2)cc1N,-4,12,0.0,-1,0,14,-10,0,-13
O=C(OCc1c(-c2ccccc2)ncc2ccccc12)c1ccco1,-1,20,2.9,16,5,15,55*,7,14
Cc1ccc(/C=N/c2sc3c(c2C#N)CCC3)o1,-5,23,3.7,5,3,-28,35,-5,13
COc1ccc(-c2n[nH]c(=S)n2C2CCCCC2)cc1,-5,-1,-1.7,7,-3,25,24,-21,10
CC1C(=O)N2CCCc3cc(NS(C)(=O)=O)cc1c32 (stereo unspecified),-1,9,-0.5,-6,-4,18,3,-6,7
COc1ccc(C2=NOC(C(=O)Nc3ccc(C(C)=O)cc3)C2)cc1OC (stereo unspecified),-1,3,4.2,0,1,-17,-2,-9,-7
Cc1cc(C)c(C(N)=O)c(Nc2cccc(Cl)c2C)n1,-3,-8,1.6,-3,-2,23,12,-3,18

# Entries of single compounds as entered above:
# COc1ccc(NC(=O)N2CCC(c3nc(-c4cccs4)no3)CC2)cc1 is entered as APJ ag: -4; CCR6 antag: 7; UPR CHOP act: 0.0; CXCR6 inh: 4; XBP1 UPR activ: -2; Mdm2-MdmX inh: 14; tim23-1 inh: 32; EBI2 antag: 14; APJ antagonist: 34
# CC1C(=O)N2CCCc3cc(NS(C)(=O)=O)cc1c32 (stereo unspecified) is entered as APJ ag: -1; CCR6 antag: 9; UPR CHOP act: -0.5; CXCR6 inh: -6; XBP1 UPR activ: -4; Mdm2-MdmX inh: 18; tim23-1 inh: 3; EBI2 antag: -6; APJ antagonist: 7

# The list continues:
SMILES,APJ ag,CCR6 antag,UPR CHOP act,CXCR6 inh,XBP1 UPR activ,Mdm2-MdmX inh,tim23-1 inh,EBI2 antag,APJ antagonist
COc1ccc(NC(=O)C(=O)NNC(=O)c2cccs2)cc1,-2,5,1.4,-2,-2,5,-2,-2,8
CN(C(=O)COC(=O)C1=COCCO1)C1(C#N)CCCCC1,-4,8,1.2,-9,0,-7,14,-1,-3
CCCCc1nnc(NC(=O)c2ccc(OCc3c(C)noc3C)cc2)s1,17,10,-0.7,-7,-1,-8,3,-14,4
CC1CCCC(C)N1CCCNC(=O)C(=O)Nc1ccc2nc3n(c(=O)c2c1)CCCCC3 (stereo unspecified),2,-1,0.9,-12,-4,17,-1,-2,10
COc1ccc(-c2nc(N)n[nH]2)cc1,-2,2,1.2,-2,1,-31,0,-8,11
CN(C)CCCNC(=O)c1ccc(CN(c2ccccc2)S(C)(=O)=O)cc1,-2,3,1.2,0,5,-6,2,-12,2
Cc1ccc(CCN2CCN=C2N(C)C)cc1,3,-8,-0.7,10,5,2,7,-2,-4
Cc1ccc(C)c(NC2=NCC(=O)N2c2ccc3c(c2)OCCO3)c1,0,8,5.1,4,1,-8,-4,-10,10
N#C/C(=C/c1ccc(Sc2nc3ccccc3[nH]2)o1)c1cccc(F)c1,-2,-5,-0.6,-7,-1,22,46,16,14
N#CCSc1nc2c(cc1C#N)CCCCCC2,-2,5,0.5,3,4,-2,28,14,6
CC(C)(C)NC(=O)C(c1ccc(-c2ccccc2)cc1)N(C[C@H]1CC[C@@H]([C@@H]2CC[C@H](CO)O2)O1)C(=O)c1ccccc1F (stereo partly specified),.,21,1.6,4,1,38,33,-2,.
COc1cccc(C(=O)Nc2cccc(-c3ccccc3)c2)c1,-2,-6,-0.2,-2,1,-9,55*,1,7
Cc1ccc(NC(=S)N/C(=N/S(=O)(=O)c2ccccc2)c2ccccc2)cc1,-5,17&14,4.2,7&11,1,-78,26,24&17,28
CCOC(=O)N1CCC(N2C(=O)c3ccccc3C2Nc2cc(C)cc(C)c2)CC1 (stereo unspecified),-3,24,0.0,2,-2,17,33,0,-3
CNCCOc1ccccc1-c1ccccc1,5,-30,0.1,-9,-1,-12,9,4,8
CC1CCCC(C)N1C(=O)c1ccccc1Nc1ccc(SC(F)F)cc1 (stereo unspecified),-1,26,-0.7,19,-1,-5,42,-11,20
CCOC(=O)N1CCC(N2CCN(c3ccccc3)CC2)CC1,-2,2,0.0,-13,-2,14,12,-12,11
Cc1cc(=O)oc2c3c(cc(OCC(=O)NCCC(=O)O)c12)OC(C)(C)CC3,-3,4,1.6,-11,-2,11,16,-4,8
Cc1cccc(N2CCN(C(=O)CCS(=O)(=O)c3ccc4c(c3)oc(=O)n4C)CC2)c1C,2,2,0.8,3,-8,3,22,-11,3
C=CC(COCc1ccccc1)N(CC(=O)OC)S(=O)(=O)c1cc(Br)ccc1OC (stereo unspecified),-3,29,-0.9,-5,-1,8,43,10,6

# Some entries already given, reduced to Mdm2-MdmX inh and UPR CHOP act:
compound,Mdm2-MdmX inh,UPR CHOP act
CC1CCCC(C)N1C(=O)c1ccccc1Nc1ccc(SC(F)F)cc1 (stereo unspecified),-5,-0.7
CCOC(=O)N1CCC(N2CCN(c3ccccc3)CC2)CC1,14,0.0
Cc1cc(=O)oc2c3c(cc(OCC(=O)NCCC(=O)O)c12)OC(C)(C)CC3,11,1.6
Cc1cccc(N2CCN(C(=O)CCS(=O)(=O)c3ccc4c(c3)oc(=O)n4C)CC2)c1C,3,0.8

# Back to the main list, starting three compounds before the break.
SMILES,APJ ag,CCR6 antag,UPR CHOP act,CXCR6 inh,XBP1 UPR activ,Mdm2-MdmX inh,tim23-1 inh,EBI2 antag,APJ antagonist
Cc1cc(=O)oc2c3c(cc(OCC(=O)NCCC(=O)O)c12)OC(C)(C)CC3,-3,4,1.6,-11,-2,11,16,-4,8
Cc1cccc(N2CCN(C(=O)CCS(=O)(=O)c3ccc4c(c3)oc(=O)n4C)CC2)c1C,2,2,0.8,3,-8,3,22,-11,3
C=CC(COCc1ccccc1)N(CC(=O)OC)S(=O)(=O)c1cc(Br)ccc1OC (stereo unspecified),-3,29,-0.9,-5,-1,8,43,10,6
C/C=C/C(=O)N1CC2(CC(c3cccc(NC(=O)CC)c3)=NO2)C[C@H]1C(N)=O (stereo partly specified),1,1,-0.3,-1,-2,-19,-5,-7,3
Cc1cc2cc3c(cc2nc1SCC(=O)O)CCC3,-5,11,-1.1,-2,-2,12,19,2,-7
O=C(NNc1c2ccccc2nc2ccccc12)c1ccc(O)cc1,-7,57*,-0.2,36,4,28,3,19,41*
CC1CCCC(NC(=O)c2nn(C)c3c2CS(=O)(=O)c2ccccc2-3)C1C (stereo unspecified),-1,16,0.2,1,0,15,20,-4,-40
Cc1ccc(C(C(=O)NCCc2ccccc2)N(C(=O)c2csnn2)C2CC2)cc1 (stereo unspecified),-5,-2,-0.9,11,2,9,18,2,5
O=C(CCCn1cnc([N+](=O)[O-])n1)Nc1ccc(Cl)c(Cl)c1,2,-14,-0.5,-20,-2,18,8,-16,-33
CC(C)C(NC(=O)c1ccc(C(C)(C)C)cc1)C(=O)Nc1cccc(S(N)(=O)=O)c1 (stereo unspecified),-1,7,1.2,6,1,8,0,-8,3
COc1ccc(/C=C/C(=O)OC2CCCCC2CN(C)C)cc1 (stereo unspecified),-5,9,-0.6,3,-1,21,18,4,14
Cc1ccc(C(=O)N/C(=C\c2cccs2)c2nc3ccccc3[nH]2)cc1,1,5,1.3,6,0,11,15,-7,6
OC12CCCCC1C(c1ccc3c(c1)OCO3)N(Cc1ccccc1F)CC2 (stereo unspecified),0,-14,-0.3,-5,0,-7,30,-4,23
O=C(NCc1ccc2c(c1)OCO2)c1cc2c(s1)CS(=O)(=O)C2,-1,10,0.5,-5,-3,20,11,-34,-12
O=C(CNC(=O)c1ccccc1Br)N/N=C\c1cc([N+](=O)[O-])cc(Br)c1O,-2,21,2.1,32,0,24,13,4,2
Cc1ccc(NC(=O)COC(=O)c2ccc(Br)o2)cc1S(=O)(=O)N1CCCCC1,-3,5,-1.3,-3,1,-11,31,-2,2
CCn1cc(C(=O)NCc2cccc(C(F)(F)F)c2)c(=O)c2ccc(C)nc21,0,9,-0.1,20,-7,19,8,-16,2
CC1CCN(S(=O)(=O)c2ccc(NC(=O)C3CC(=O)N(c4ccccc4)C3)cc2)CC1 (stereo unspecified),2,3,-1.3,-4,-5,14,12,38,-23

# An excerpt; the hit share may differ from the screen's.
